PTHR1 ag: activates the human parathyroid hormone receptor PTHR1; 0.075% of 410,000 active; HEK293 GP2 PTHR1 cells, GloSensor cAMP luminescence, 1 h; Potency, µM (doses to about 115 µM), for the others: at the highest dose activation, actives largely listed as activators; Q03431; also: potency is read from the fitted curve at half-maximal effect; nearly all actives have a fitted effect of over 55% in size; some results filed as inactive show a strong effect at the top dose; inactives centre near -15; many of its hits are not listed in these tables
Target sequence (Q03431 whole entry, looked up): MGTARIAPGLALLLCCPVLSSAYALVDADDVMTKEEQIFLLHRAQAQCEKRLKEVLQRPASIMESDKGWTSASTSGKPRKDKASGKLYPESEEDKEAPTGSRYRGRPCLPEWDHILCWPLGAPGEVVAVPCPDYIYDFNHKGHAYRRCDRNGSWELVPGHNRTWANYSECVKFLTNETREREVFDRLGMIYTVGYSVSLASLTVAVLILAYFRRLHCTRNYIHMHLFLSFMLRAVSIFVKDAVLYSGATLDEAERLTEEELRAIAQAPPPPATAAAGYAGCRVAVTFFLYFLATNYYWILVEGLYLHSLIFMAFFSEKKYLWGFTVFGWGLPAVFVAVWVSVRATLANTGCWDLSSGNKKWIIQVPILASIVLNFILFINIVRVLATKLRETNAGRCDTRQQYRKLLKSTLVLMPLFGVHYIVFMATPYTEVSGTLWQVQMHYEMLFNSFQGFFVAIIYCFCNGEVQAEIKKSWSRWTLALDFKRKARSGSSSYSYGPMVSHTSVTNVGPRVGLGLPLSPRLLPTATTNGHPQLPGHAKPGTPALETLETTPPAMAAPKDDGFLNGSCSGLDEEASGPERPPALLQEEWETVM
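HEK-293-derived GP2 cells expressing PTHR1 and a GloSensor cAMP reporter, 3,000/well, plated overnight, given luciferin plus IBMX (each 0.5 mM as added) for 1 h at 37 °C, then compound for 1 h at 37 °C. Luminescence was read after 15 min at room temperature.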
CCT chaperon mod: cytosolic chaperonin activity modulation | purified chaperonin ATPase assay, HTRF ADP detection, 30 min | activity change, % (test concentration not listed), hits read low | 0.3% of 360,000 active | AID 651819; in the data active = activity change below about -30%; also: % is scaled to controls: 0 for no effect and ±100 for the full control effect
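TRiC (40 or 20 nM final, by batch activity) in 30 mM Tris pH 7.4, 100 mM KCl, 5 mM MgCl2, 1 mM DTT was treated with compound at 76 uM single dose, then 10 uM ATP, 30 min at 37 °C. ADP was read by HTRF Transcreener.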
MmCpn inh: blocks the Methanococcus maripaludis chaperonin Mm-Cpn | purified Mm-Cpn ATPase, ADP Transcreener TR-FRET | Potency, µM (doses to about 76.9 µM), without a hit: at the top dose activity, negative = inhibition, most hits filed as inhibitors | 0.031% of 330,000 active | AID 504842; also: potency is read from the fitted curve at half-maximal effect; % is scaled to controls: 0 for no effect and ±100 for the full control effect; nearly all actives have a fitted effect of over 80% in size
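Measured: ADP formation by purified Mm-CPN. Conditions: 25 nM protein, 10 uM ATP, Tris pH 7.4 with Mg2+, K+ and DTT, 37°C for 30 min. Detection: Transcreener HTRF after 30 min at room temperature.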
EPAC2 antagonist: blocks human EPAC2 exchange factor; Q8WZA2; Potency, µM (highest dose often 114 µM), for inactives: top-dose activity, negative = inhibition, hits mostly inhibitors; AID 720708; EPAC2 GEF exchange of Rap1B-BODIPY-GDP, fluorescence; 0.18% of 360,000 active; also: potency is read from the fitted curve at half-maximal effect; % is scaled to controls: 0 for no effect and ±100 for the full control effect; nearly all actives have a fitted effect of over 45% in size; many of its hits are not listed in these tables
EPAC2 ag: agonists of human EPAC2 (RAPGEF4) | Q8WZA2 | EPAC2 activation, biochemical qHTS; response scale: 100% = 6.5 mM cAMP response | Potency, µM (highest dose often 154 µM), for inactives: at the highest dose activation, hits mostly activators | 0.079% of 360,000 active | AID 720711; also: potency is read from the fitted curve at half-maximal effect; nearly all actives have a fitted effect of over 50% in size
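Compounds were titrated in qHTS against a Rap1B-BODIPY-GDP (250 nM) complex with EPAC2 (100 nM) and GDP (50 uM). BODIPY-GDP release tracked at 480/540 nm over 30 min at room temperature, normalized to 6.5 mM cAMP.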
Akt phos inh: blocks phosphorylation of Akt. Neuro2A IGF-stimulated pAkt S473 HTRF, 20 min; hits give low values. activity change, % for hits at 50 µM. 0.32% of 360,000 active; in the data active = activity change below about -80%; inconclusive = mostly about -51% to -80%; also: % is scaled to controls: 0 for no effect and ±100 for the full control effect
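Single-point screen (50 µM final compound) in Neuro2A cells stimulated 20 min with 6 nM IGF at 37 deg C. After lysis, Ser473-phosphorylated Akt read by HTRF (ex 330 nm, em 615/665 nm) as the 665/615 ratio.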
D3 ag: D3 dopamine receptor (human) agonism. P35462. D3R DiscoveRx beta-arrestin cells, luminescence, 90 min. max activation, %. 0.58% of 410,000 active. AID 652048; in the data active = max activation above about 30%; also: 0% is about no effect; mostly tested at two doses, the higher about 12 µM
Target sequence (P35462 whole entry, looked up): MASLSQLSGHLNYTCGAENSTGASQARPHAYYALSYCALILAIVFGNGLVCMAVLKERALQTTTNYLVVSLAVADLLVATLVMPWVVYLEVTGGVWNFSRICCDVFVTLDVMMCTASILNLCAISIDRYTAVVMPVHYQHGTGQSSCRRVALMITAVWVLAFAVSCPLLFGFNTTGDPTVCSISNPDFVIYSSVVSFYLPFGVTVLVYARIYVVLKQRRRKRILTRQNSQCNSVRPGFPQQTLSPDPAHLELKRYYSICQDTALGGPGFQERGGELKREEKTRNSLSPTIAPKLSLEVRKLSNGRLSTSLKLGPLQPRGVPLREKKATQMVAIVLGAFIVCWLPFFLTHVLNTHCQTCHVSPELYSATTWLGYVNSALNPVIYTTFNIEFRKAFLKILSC
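Agonist mode: compounds and dopamine controls were applied to plated cells for 90 min at 37 degrees C after an overnight attachment at 1500 cells/well. Luminescent read-out followed 30 - 60 minutes at room temperature with DiscoveRx detection reagent.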
DRD3 antagonist: antagonists of human D3 dopamine receptor; P35462; D3R cells, DiscoveRx beta-arrestin luminescence, antagonist mode; hits give low values; max response, negative = inhibition, %; 2.5% of 360,000 active; in the data active = max response below about -50%; inconclusive = no clear call, values can overlap the other calls; also: % is scaled to controls: 0 for no effect and ±100 for the full control effect; mostly tested at two doses, the higher about 12 µM
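Cells plated overnight at 1500 cells/well, then exposed to library compounds with dopamine controls for 90 minutes at 37 degrees C. DiscoveRx reagent added for 30–60 minutes at room temperature; luminescence read, quantitative HTS format.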
The depositor's hits bear a star; i = inactive; ? = inconclusive; / = no result given; [ ] = dose if it differs, or a comment. Unless noted, calls follow the shape of the dose curve; as a rule, active = well fitted curve in the direction sought with a large enough effect; inconclusive = small, poorly fitted or top-dose-only effect, or another doubt; inactive = no such curve, though single readings can be large; an effect the other way counts as inactive or inconclusive. An excerpt; the hit share may differ from the screen's.

SMILES	PTHR1 ag	CCT chaperon mod	MmCpn inh	EPAC2 antagonist	EPAC2 ag	Akt phos inh	D3 ag	DRD3 antagonist
O=C(COC(=O)c1cccnc1)c1ccc(Cl)c(Cl)c1	-18%[57.5 µM]	-2.2	1%	-1%	2%	i	-11	-4
COc1ccc(-c2c(C(C)=O)c(C)nc3sc4c(c23)NC(c2ccccc2)NC4=O)cc1 (configuration not stated)	i	-20	2%	-5%	2%	-85%*	6	16
c1ccc(CC2CCN(C3=Nc4cccc5cccc3c45)CC2)cc1	i	0.2	-4%	-1%	25%	i	0	?
O=C(O)c1ccc(N2C(=O)c3cccnc3C2=O)cc1	i	-4.8	0%	1%	13%	i	2	-12
COCC(C)n1c(SCC(=O)NCCC2=CCCCC2)nc2ccccc2c1=O (configuration not stated)	-80%	0.4	0%	-5%	1%	i	1	-13
Cc1ccc(OCCNC(=O)C2CCCCC2)cc1	i	-0.5	-5%	-4%	0%	i	4	8
Cc1ccc(S(=O)(=O)Nc2ccc3cn[nH]c3c2)cc1C	?	-4.6	1%	-4%	21%	i	-9	-21
CCOc1ccc(NS(=O)(=O)c2ccc(C(=O)NCC(c3ccccc3OC)N3CCCC3)cc2)cc1 (configuration not stated)	i	-2.7	0%	4%	8%	i	-18	-14
O=C(COC(=O)Cc1ccc(S(=O)(=O)N2CCOCC2)s1)Nc1ccc2c(c1)OCO2	i	-1.0	-4%	0%	-12%	i	1	4
Cc1cc(C)c(OCC(=O)NCC(C)(C)N2CCOCC2)c(C)c1	i	-4.3	-1%	-3%	1%	i	6	2
O=C(c1ccccc1)C(O)(CN1CCCCC1)c1ccccc1 (configuration not stated)	-14%	-2.0	/	-10%	11%	i	0	-13
COC(=O)CC(=O)CSc1nc(C)cc(C)c1C#N	-6%	1.6	-2%	12%	4%	i	-2	15
CCS(=O)(=O)N1CCC(C(=O)N2CCN(c3ccccc3)CC2)CC1	i	1.4	-1%	7%	7%	?	1	13
C=CCCC1CN(CCCC)S(=O)(=O)c2c(F)cccc2O1 (configuration not stated)	-24%	-2.8	/	?	1%	i	35*	23
C[C@@H]1CCCCO[C@@H](CN(C)Cc2ccccc2)[C@@H](C)CN([C@H](C)CO)C(=O)c2cc(N(C)C)ccc2O1	-2%	2.6	/	-14%	-11%	i	1	14
N#C/C(=N\Nc1ccc(S(=O)(=O)N2CCCCCC2)cc1)C(N)=S	-11%	-0.5	-2%	-10%	-7%	i	6	8
CCOC(=O)C1(CCOc2ccccc2)CCN(Cc2ccncc2)CC1	-24%	-2.4	-1%	-9%	2%	i	-8	-11
Cc1cccc2cc(CN(CC3CCCO3)S(=O)(=O)c3ccccc3)c(=O)[nH]c12 (configuration not stated)	i	-0.1	0%	-7%	10%	i	2	17
COc1cc(C=O)c(Br)cc1OCc1ccc(C)cc1	-35%[inhibitor]	1.2	1%	3%	7%	i	25	21
Cc1ccc(NC(=O)CN(C)C(=O)Cc2c[nH]c3ccccc23)cc1	i	-2.8	0%	0%	-9%	i	-17	-17
Cc1ccc(-n2nc3cc(C)c(NC(=S)NC(=O)/C=C/c4ccco4)cc3n2)cc1	i	-1.5	-13%	7%	-5%	i	-1	0
C=CCOc1c(CNC2CCCC2)cc(Cl)cc1OC	?	-4.1	-1%	10%	5%	i	0	-7
COc1ccc(C)cc1Nc1nc(-c2c[nH]c3ccccc23)cs1	-8%	-3.8	-9%	8%	11%	i	-6	-21
CN1CCN(C(=S)NC(=O)c2ccc(S(=O)(=O)N3CCOCC3)cc2)CC1	i	1.4	-1%	-1%	6%	i	-6	0
CC1CCc2nn(CC(=O)Nc3c(F)cc(F)cc3Br)cc2C1 (configuration not stated)	-27%	-0.3	1%	-4%	12%	i	-1	-23
COc1ccc2c(c1)OC[C@H]1[C@H]2N2C(=O)c3cc(Br)ccc3NC(=O)[C@@]2(C)[C@H]1c1ccccc1	i	1.2	-20%	-6%	5%	i	0	24
Cn1c2ccccc2c2cc([N+](=O)[O-])ccc21	-1%	-2.8	-9%	1%	8%	i	5	-1
Cc1ccc(-n2nnnc2SCc2nnc(-c3ccccc3Br)o2)cc1	-20%[57.5 µM]	-2.6	1%	-1%	18%	i	3	11
O=C(NCc1ccco1)C1CCN(S(=O)(=O)c2ccccc2C(F)(F)F)CC1	-24%	2.1	0%	1%	-4%	i	0	18
CCOC(=O)N1CCN(S(=O)(=O)N2CCCC(C(=O)NCCCN3CC(C)CC(C)C3)C2)CC1 (configuration not stated)	i	-2.6	-1%	1%	5%	i	-3	-8
COCCN1C=C2C(=O)C(C)(OC(=O)CCc3ccccc3)C(=O)C=C2C=C1c1ccc(C#N)cc1 (configuration not stated)	-2%	-1.1	-1%	1%	3%	i	-7	3
O=C(Nc1ccc(F)cc1)C(c1ccncc1)N1CCN(c2cccc(C(F)(F)F)n2)CC1 (configuration not stated)	-21%	/	/	-25%	-1%	i	7	22
O=C(NCc1ccccc1)c1cccc2c(-c3ccc(F)c(F)c3)coc12	-12%	-1.1	/	-6%	6%	i	10	0
COC(=O)c1ccccc1NC(=O)/C=C/c1cc(OC)c(OC)c(OC)c1	-20%	-4.2	-5%	-2%	3%	i	4	41
COc1cc(-c2cc(C(=O)Nc3ccc(N4CCOCC4)cc3)c3ccccc3n2)cc(OC)c1OC	-13%	-1.2	0%	-2%	10%	i	4	26
CC(=O)c1nc(N2C(=O)CC(Cc3cccc(C)c3)C2=O)sc1C (configuration not stated)	i	4.4	-8%	9%	-6%	/	8	-55*
Oc1cccc(/C=N/NC(=S)Nc2cccnc2)c1O	-13%	3.1	2%	9%	4%	i	25	46
O=C(C(O)c1ccccc1)N1CCN(S(=O)(=O)c2ccc(OC(F)(F)F)cc2)CC1 (configuration not stated)	-15%	/	/	-4%	9%	i	-12	-14
CC(C)COc1nc2ccccc2c(=O)n1OCC(=O)O	-6%	1.0	-4%	-3%	0%	i	1	17
O=C(Nc1cccc(NC(=O)c2cccs2)c1)c1ccc2c(c1)OCCO2	i	-0.6	5%	10%	25%	i	2	-5

Compound profiles (already shown).
Listed for CC1CCc2nn(CC(=O)Nc3c(F)cc(F)cc3Br)cc2C1 (configuration not stated) = PTHR1 ag = -27%; CCT chaperon mod = -0.3; MmCpn inh = 1%; EPAC2 antagonist = -4%; EPAC2 ag = 12%; Akt phos inh = i; D3 ag = -1; DRD3 antagonist = -23
Listed for CCOC(=O)C1(CCOc2ccccc2)CCN(Cc2ccncc2)CC1 = PTHR1 ag = -24%; CCT chaperon mod = -2.4; MmCpn inh = -1%; EPAC2 antagonist = -9%; EPAC2 ag = 2%; Akt phos inh = i; D3 ag = -8; DRD3 antagonist = -11

Entries from the list above with a cyano group, in the order listed:
SMILES	PTHR1 ag	CCT chaperon mod	MmCpn inh	EPAC2 antagonist	EPAC2 ag	Akt phos inh	D3 ag	DRD3 antagonist
COC(=O)CC(=O)CSc1nc(C)cc(C)c1C#N	-6%	1.6	-2%	12%	4%	i	-2	15
N#C/C(=N\Nc1ccc(S(=O)(=O)N2CCCCCC2)cc1)C(N)=S	-11%	-0.5	-2%	-10%	-7%	i	6	8
COCCN1C=C2C(=O)C(C)(OC(=O)CCc3ccccc3)C(=O)C=C2C=C1c1ccc(C#N)cc1 (configuration not stated)	-2%	-1.1	-1%	1%	3%	i	-7	3

(cont.)
SMILES	PTHR1 ag	CCT chaperon mod	MmCpn inh	EPAC2 antagonist	EPAC2 ag	Akt phos inh	D3 ag	DRD3 antagonist
O=c1ccnc(Nc2ccc([N+](=O)[O-])cc2)[nH]1	i	-2.0	/	7%	10%	i	-7	0
O=C(NCc1ccco1)c1ccc(Cn2c(=O)c3sccc3n(Cc3ccc(F)cc3)c2=O)cc1	i	-0.9	-3%	-10%	14%	i	1	12
CC(NC(=O)CN1C(=O)NC2(CCCCC2)C1=O)c1ccc(S(N)(=O)=O)cc1 (configuration not stated)	i	3.5	/	-8%	-13%	i	-9	7
O=C1N[C@@H](c2ccccc2)COC(=O)[C@H](Cc2ccc(F)cc2)C/C=C\C[C@H]1CC(=O)N(CCO)Cc1ccccc1	-24%	0.6	/	-1%	3%	i	5	23
O=C(CN1CCOCC1)Nc1c(C(=O)C2CC2)oc2ccccc12	-8%	-0.2	-1%	6%[57.1 µM]	25%	i	-1	-3
CCOc1ccc(C2/C(=C(\O)c3ccc4c(c3)OCCO4)C(=O)C(=O)N2CCCn2ccnc2)cc1OC (configuration not stated)	i	0.2	1%	2%	11%	i	-3	0
CC(=O)Nc1ccc(-c2ccnc(-c3ccc(NC(C)=O)cc3)n2)cc1	i	-0.5	?	9%	5%	i	8	14
CCCCCC(=O)Nc1c(-c2ccc(OC)cc2)c(=O)c2ccccc2n1C	i	-0.5	2%	4%	0%	i	3	0
O=C(CSc1nc2ccccc2s1)N/N=C/c1cc([N+](=O)[O-])ccc1O	-18%	1.1	1%	4%	4%	i	-8	-61*
CCOC(=O)c1c(-c2ccccc2)csc1NC(=O)CSc1nnc(C)s1	-53%[inhibitor]	-0.6	-13%	-12%	5%	i	16	70
Cc1ccc(C(=O)CN(C(=O)c2ccc(Cl)cc2)N2C(=O)c3ccccc3C2=O)cc1	i	-1.1	1%	-4%	7%	i	-10	?
Cc1ccccc1N1CCN(Cc2nc(Cc3ccccc3F)no2)CC1	-16%	-1.3	2%	-10%	1%	i	-6	-6
CC(=O)N1c2c(cc(Br)cc2S(=O)(=O)NCC2COc3ccccc3O2)CC1C (configuration not stated)	-14%	-6.2	-2%	1%	6%	i	0	-9
